# MEKK3 PB1 HTS – modulators (inhibitors or enhancers) of MEK5 binding to human MEKK3 PB1 domain; Q99759; bead-based flow cytometry, Alexa488-MEK5 binding to MEKK3; actives lie on both sides; 0 = blocked by unlabeled MEK5, 100 = vehicle; binding response (% of control), % at 10 µM; 290,000 tested, 1.4% active; AID 1529;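 active = binding response more than 3 SD above or below the average of its plate-row segment, actives on both sides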;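 also: Alexa488 bead fluorescence after subtracting the streptavidin-only scavenger bead signal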
# MEKK2 mut-MEK5 – signal of MEK5 binding to mutant human MEKK2 PB1 domain | bead flow cytometry, Alexa488-MEK5 binding to MEKK2 mutant | 290,000 tested, 0.35% active | AID 1530 | percent response, % at 10 µM; in the data active = percent response above about 24%, passing the limit was not always enough; also: inactives centre near 1; some results filed as inactive read as strong as hits; reference of the scale not given here
# PHOSPHO1 block – blocks human PHOSPHO1 phosphatase activity. Q8TCT1. recombinant PHOSPHO1, absorbance phosphatase assay. inhibition, % at 13.3 µM. 290,000 tested, 1.1% active. AID 1565; in the data active = inhibition above about 60%
# Target sequence (Q8TCT1 whole entry, looked up): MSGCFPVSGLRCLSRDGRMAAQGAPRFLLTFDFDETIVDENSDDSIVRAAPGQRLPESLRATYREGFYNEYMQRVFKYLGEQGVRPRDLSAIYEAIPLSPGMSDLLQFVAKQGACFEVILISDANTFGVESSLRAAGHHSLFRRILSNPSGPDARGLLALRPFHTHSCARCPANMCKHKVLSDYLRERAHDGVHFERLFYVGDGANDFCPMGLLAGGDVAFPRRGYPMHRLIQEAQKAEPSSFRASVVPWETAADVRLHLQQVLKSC
# FID counter – displaces DNA intercalator in HCV helicase counter-screen; 290,000 tested, 0.17% active; AID 1845; inhibition, % at 7.9 µM; DNA fluorescent intercalator displacement, fluorescence; in the data active = inhibition above about 37%;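 also: 0% = vehicle and 100% = reference compound; higher means more ethidium bromide displaced from hairpin DNA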
# MEKK2 WT-MEK5 – raises or lowers MEK5 binding to wildtype human MEKK2 PB1 domain. bead flow cytometry, Alexa488-MEK5 binding to MEKK2 WT; actives lie on both sides. binding response (% of control), % at 10 µM. 290,000 tested, 1.1% active. AID 1531; in the data active = binding response below about 67% or above about 130%
# GPR7 antagonist – antagonists of human GPR7 (neuropeptides B/W receptor 1) | P48145 | GPR7-expressing cells, fluorescence antagonist assay | inhibition, % at 4.4 µM | 290,000 tested, 1.1% active; in the data active = inhibition above about 16%, passing the limit was not always enough;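 also: cells stimulated with the agonist NPW; 0% = agonist with vehicle and 100% = vehicle without agonist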
# Target sequence (P48145 whole entry, looked up): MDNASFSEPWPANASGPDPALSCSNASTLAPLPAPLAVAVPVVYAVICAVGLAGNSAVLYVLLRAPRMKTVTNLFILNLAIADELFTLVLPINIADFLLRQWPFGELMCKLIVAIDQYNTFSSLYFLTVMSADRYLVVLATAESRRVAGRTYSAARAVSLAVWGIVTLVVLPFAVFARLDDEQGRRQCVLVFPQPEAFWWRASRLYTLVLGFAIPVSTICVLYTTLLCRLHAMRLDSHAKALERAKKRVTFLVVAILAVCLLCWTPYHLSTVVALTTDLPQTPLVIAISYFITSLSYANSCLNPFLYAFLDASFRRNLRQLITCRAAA
# NALP1 yeast inh – inhibitors of NALP1 inflammasome in yeast; inhibition, % at 10 µM; 280,000 tested, 0.61% active; S. cerevisiae NALP1/ASC/caspase-1 growth, X-gal OD620, 72 h; in the data active = inhibition mostly above about 24%, no sharp cut-off; inactive = mostly below about 32%; also: some compounds called inactive have numbers as strong as hits
# M18AAP inhibitor – PfM18AAP enzyme inhibition; recombinant PfM18AAP, H-Glu-NHMec fluorogenic cleavage; inhibition, % at 7.35 µM; 290,000 tested, 1.2% active;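 active = inhibition above the campaign mean inhibition over all tested compounds plus 3 SD, cut at about 28% in these data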;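 also: 0% = plate median of test compound wells and 100% = 2 mM ZnCl2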
# OXTR ag – activates the human oxytocin receptor. activation, % at 3 µM. 320,000 tested, 0.32% active. P30559. CHO-OTR cells, Fluo-8 calcium fluorescence; normalized: DMSO 0%, oxytocin 100%. AID 2435;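 active = activation above the mean of all tested compounds plus 3 SD, cutoff set per screening run, cut at about 20% in these data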;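 also: peak over basal fluorescence ratio from a 100 s FLIPR kinetic read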
# Target sequence (P30559 whole entry, looked up): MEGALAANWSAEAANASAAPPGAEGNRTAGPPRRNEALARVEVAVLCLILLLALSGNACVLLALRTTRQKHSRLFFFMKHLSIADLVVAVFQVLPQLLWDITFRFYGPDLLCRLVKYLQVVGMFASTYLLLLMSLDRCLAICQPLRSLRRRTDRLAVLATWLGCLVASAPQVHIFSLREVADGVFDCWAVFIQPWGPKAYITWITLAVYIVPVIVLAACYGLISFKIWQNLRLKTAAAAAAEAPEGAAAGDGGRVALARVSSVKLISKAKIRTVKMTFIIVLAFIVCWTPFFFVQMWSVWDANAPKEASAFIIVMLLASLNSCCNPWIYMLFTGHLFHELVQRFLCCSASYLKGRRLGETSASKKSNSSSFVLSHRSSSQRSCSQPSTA
# * marks the source's active call; other numbers are inactive results; nt = no result given. Rows were taken by chance; any-hit rate near 6.2%.
SMILES,MEKK3 PB1 HTS,MEKK2 mut-MEK5,PHOSPHO1 block,FID counter,MEKK2 WT-MEK5,GPR7 antagonist,NALP1 yeast inh,M18AAP inhibitor,OXTR ag
COc1ccc(S(=O)(=O)N2CCN(c3ccccc3OC)CC2)cc1C(=O)N1CCCCC1,104,15,30,-45,108,2,10,4,-1.6
Oc1c(/C=N/Nc2cccc3cccnc23)ccc2ccccc12,105,2,-13,-3,107,-3,30,10,-1.3
CC(=O)c1ccccc1NS(=O)(=O)c1ccccc1Cl,104,8,-10,-5,106,-3,-2,-8,-1.4
O=c1cc(O)c2ccccc2n1Cc1ccccc1Cl,108,-1,12,-2,101,-10,-4,-1,1.4
COCCCNC(=S)Nc1ccc(S(=O)(=O)Nc2cc(OC)nc(OC)n2)cc1,98,-6,36,-14,96,-14,-4,-7,0.5
O=C(CCC(=O)OCC(=O)c1ccccc1)Nc1cccc2cccnc12,103,3,3,-4,102,-5,20,-1,0.7
O=C(NCc1cccc(Cl)c1)c1ccc2nc(N3CCOCC3)sc2c1,92,0,-6,-38,94,3,23,-10,1.9
CC1=C(C(=O)OCC(C)C)C(c2cccc(F)c2)N2C(=O)C(C)SC2=N1 (stereo unspecified),105,4,1,-23,104,1,nt,-15,-2.5
Cc1c(NC(=O)CCC2CCCCC2)c(=O)n(-c2ccccc2)n1C,102,4,42,-9,102,-11,18,6,-0.9
CCN(CC)CCNc1nc(-c2cccs2)c(CC(=O)O)s1,99,5,28,5,95,-8,10,11,1.1
COc1cc(/C=N/N2C(=O)c3ccccc3NC2(C)c2cccc([N+](=O)[O-])c2)cc(Br)c1O (stereo unspecified),95,5,21,2,93,-6,-15,7,-0.5
Cc1ccc(S(=O)(=O)NCC(=O)OCC(=O)Nc2ncc(Cl)cc2Cl)cc1,104,6,24,-11,101,8,29,4,-1.2
Cc1ccc(OCC(=O)NNC(=O)C2CCN(c3nccc(C)n3)CC2)cc1,91,-8,27,-22,88,-3,-13,4,-1.1
c1ccc(C2(CNc3ccccn3)CCCC2)cc1,97,-1,4,1,100,-3,6,5,-3.0
O=C(Nc1ccccc1)N(Cc1ccccc1)CC(O)C(F)(F)F (stereo unspecified),104,5,20,-7,103,-8,-1,3,1.7
CC(=O)NCCn1c(SCC(=O)NCC2CCCO2)nc2ccccc2c1=O (stereo unspecified),105,3,-7,-15,103,-20,-61,3,0.7
CCOC(=O)c1sc(N(Cc2ccccc2)C(=O)CSc2nnc(C3CC3)n2N)nc1C,95,-3,6,-7,100,-3,28,0,-2.0
CSc1nnc(-c2cc(-c3ccc(C)cc3)nc3ccccc23)o1,101,-1,3,-7,97,-11,21,-3,-2.0
Cc1nn(Cc2c(F)c(F)c(F)c(F)c2F)c(C)c1NC(=O)c1ccc(COc2ccccc2Cl)cc1,92,1,11,-10,93,-14,-26,-1,nt
CCOc1ccc2c(c1)ncn2Cc1ccccc1,79,-18,1,-7,81,6,10,-13,-0.7
CC1CCC2C(=O)N(c3ccc(S(=O)(=O)c4ccccc4)cc3)C(=O)C2C1 (stereo unspecified),102,-1,-3,-31,101,3,27,2,5.2
Cc1ccc(-c2noc(CNS(=O)(=O)c3ccccc3)n2)cc1,99,0,22,-11,100,-23,13,-3,-0.7
COc1ccccc1-c1c(C(F)(F)F)oc2cc(OS(C)(=O)=O)ccc2c1=O,104,0,-11,-19,101,-3,26,0,14
CC(=O)c1ccc(N(CC(=O)NCc2ccc3c(c2)OCO3)C(=O)c2csnn2)cc1,101,4,-8,-9,96,-7,2,4,0.6
O=C(CN(c1cccc(Cl)c1)S(=O)(=O)c1ccc(Cl)cc1)NCc1ccccn1,93,1,28,-31,95,-3,8,1,-1.9
O=C(O/N=C1\CCS(=O)(=O)c2sccc21)c1c(F)cccc1F,99,0,-13,5,101,-5,-21,0,-1.6
C=CCNC(=O)C12CCC(C)(C(=O)[C@H]1Br)C2(C)C (stereo partly specified),100,0,36,-2,103,-12,-12,4,0.5
CSc1cc(-c2ccc(Cl)cc2)[nH]c(=O)c1C#N,103,-4,11,-1,104,-3,-5,-8,0.4
CCOc1ccc(NC2OC(C)C(O)C(O)C2O)c([N+](=O)[O-])c1 (stereo unspecified),103,0,32,0,96,0,0,-6,-0.6
Cc1ccc2c(c1)nc(NCCCO)n2C,109,11,-2,2,111,-10,16,-7,0.4
CCOC(=O)C1CCCN(C2=NC(=O)/C(=C/c3ccc(O)c(OC)c3)S2)C1 (stereo unspecified),106,2,29,-29,106,2,19,-14,1.0
COc1ccc(NC(=O)C(c2ccc(OC)cc2)N(Cc2ccco2)C(=O)CC2NC(=O)NC2=O)cc1 (stereo unspecified),110,5,4,-33,106,-21,2,-2,1.3
O=C(COc1ccc2ccccc2c1)NNC(=O)Cc1cccc2ccccc12,107,7,50,-7,114,12,18,-11,2.6
O=C(COc1ccc2c(-c3ccccc3)cc(=O)oc2c1)NCC(O)c1ccccc1 (stereo unspecified),98,-2,-75,-14,96,1,7,-3,0.6
CC(=O)Nc1ccc(N(C(=O)c2ccco2)C(C(=O)NC2CCCC2)c2ccc(N3CCOCC3)cc2)cc1 (stereo unspecified),75,-16,27,-30,77,-2,-9,-16,-0.4
COc1ccc(CNC(=O)CCNS(=O)(=O)c2ccc3c(c2)oc(=O)n3C)cc1,97,3,12,-13,101,-7,-6,-2,-0.2
CCCc1cc(=O)c2ccc(OC/C(C)=N/O)cc2o1,102,0,29,-5,102,-5,-2,1,2.3
CCC(=O)N1CCc2cc(S(=O)(=O)CCC(=O)Nc3c(C)n(C)n(-c4ccccc4)c3=O)ccc21,nt,nt,nt,-11,nt,-11,nt,4,0.4
CCCc1cnc(N2CCN(C(=O)c3ccc(OC)cc3)CC2)nc1,101,8,nt,-36,101,9,4,5,3.7
Cc1c(OC(C)C(=O)NC2CC(C)(C)NC(C)(C)C2)ccc2c3c(c(=O)oc12)CCC3 (stereo unspecified),104,4,28,36,104,5,5,0,0.5
COC(=O)c1ccccc1NC(=O)c1ccccc1N(C)S(=O)(=O)c1ccccc1,102,16,-4,-10,108,8,34,-3,-0.5
CC1(C)CC(=O)C=C(NCCCNC2CCCCC2)C1,98,-2,14,1,97,0,-11,-12,1.2
Cc1cccc(-n2cnc3c(c2=O)c2nc4ccccc4nc2n3Cc2ccco2)c1,100,0,-4,nt,95,nt,9,nt,-2.5
Cc1ccc(S(=O)(=O)NCC(=O)N2CCC(C)CC2)cc1,108,10,-1,-5,104,-13,-14,-3,0.1
CCOC(=O)Cc1c(C)c2c(C)nn(-c3ccccc3)c2oc1=O,107,0,11,-1,96,-4,-5,-1,0.3
O=C(NCCO)/C(=C\c1ccco1)NC(=O)c1ccco1,104,10,24,-4,112,-7,-6,9,nt
Cc1ccc(-c2cc(-c3ccccc3)c(C#N)c(Br)n2)cc1,100,-1,-9,-7,101,-5,2,1,0.6
Cc1ccccc1NC(=S)NC(NC(=O)c1ccco1)C(Cl)(Cl)Cl (stereo unspecified),100,-2,-22,-12,103,-1,-7,3,3.0
c1ccc2sc(SCSc3nc4ccccc4s3)nc2c1,94,-9,25,-3,95,-10,8,-2,0.1
Cc1ccc(CSC2=NCCN2C(=O)c2ccco2)cc1,104,4,-9,-4,104,3,23,8,-0.7
O=C(O)CCCC(=O)Nc1cc([N+](=O)[O-])ccc1O,102,8,28,2,103,-11,-14,4,0.2
CC(=O)c1c(COC(=O)c2cccc(C)c2)nc2ccccc2[n+]1[O-],111,8,20,-10,113,-10,29,-13,0.2
COc1cc(NS(=O)(=O)c2ccc(F)cc2)c(OC)cc1NC(=O)C1CC1,94,-8,1,-10,94,5,9,15,nt
O=C(CN(C(=O)CCC(=O)Nc1ccccn1)c1cccc(F)c1)NCc1ccc(F)cc1,98,1,19,-35,97,-1,3,-2,1.7
COc1ccc(/C=C/C(=O)OCC(=O)N2CC(=O)Nc3ccccc32)cc1,102,13,-5,-19,123,-1,32,0,0.8
C=CCSc1nnc(-c2ccc(Cl)cc2Cl)o1,nt,nt,-52,0,nt,-4,-5,1,-1.8
COc1ccc(/C=N/NC(=O)Cn2cnc3c2c(=O)n(C)c(=O)n3C)cc1,103,4,51,-20,103,-5,nt,-3,1.1
CC(=O)c1ccc(NC(=O)/C(=C\c2ccccc2)NC(=O)c2ccco2)cc1,101,-5,0,-10,99,-14,6,-3,-0.3
NS(=O)(=O)c1ccc(CCNC(=O)c2cnccn2)cc1,101,1,32,0,101,-4,9,-14,0.1
COc1cc(NC(=O)Cn2ncc3c2-c2ccccc2OC3)cc(OC)c1OC,105,9,9,-19,102,-9,4,-4,2.3
Cc1nc2ccccc2n1/C(=N/S(=O)(=O)c1ccc(Br)cc1)c1ccccc1,95,-4,-1,0,95,-25,-4,1,0.6

# Limited to M18AAP inhibitor and FID counter, for three of the compounds above:
Compound	M18AAP inhibitor	FID counter
c1ccc2sc(SCSc3nc4ccccc4s3)nc2c1	-2	-3
NS(=O)(=O)c1ccc(CCNC(=O)c2cnccn2)cc1	-14	0
Cc1nc2ccccc2n1/C(=N/S(=O)(=O)c1ccc(Br)cc1)c1ccccc1	1	0

# Sorted by length of the SMILES (highest first): some entries from above.
SMILES,MEKK3 PB1 HTS,MEKK2 mut-MEK5,PHOSPHO1 block,FID counter,MEKK2 WT-MEK5,GPR7 antagonist,NALP1 yeast inh,M18AAP inhibitor,OXTR ag
O=C(CN(C(=O)CCC(=O)Nc1ccccn1)c1cccc(F)c1)NCc1ccc(F)cc1,98,1,19,-35,97,-1,3,-2,1.7
CC(=O)c1ccc(NC(=O)/C(=C\c2ccccc2)NC(=O)c2ccco2)cc1,101,-5,0,-10,99,-14,6,-3,-0.3
COc1ccc(/C=N/NC(=O)Cn2cnc3c2c(=O)n(C)c(=O)n3C)cc1,103,4,51,-20,103,-5,nt,-3,1.1
COc1cc(NS(=O)(=O)c2ccc(F)cc2)c(OC)cc1NC(=O)C1CC1,94,-8,1,-10,94,5,9,15,nt
COc1ccc(/C=C/C(=O)OCC(=O)N2CC(=O)Nc3ccccc32)cc1,102,13,-5,-19,123,-1,32,0,0.8
COc1cc(NC(=O)Cn2ncc3c2-c2ccccc2OC3)cc(OC)c1OC,105,9,9,-19,102,-9,4,-4,2.3
Cc1ccccc1NC(=S)NC(NC(=O)c1ccco1)C(Cl)(Cl)Cl (stereo unspecified),100,-2,-22,-12,103,-1,-7,3,3.0
CCOC(=O)Cc1c(C)c2c(C)nn(-c3ccccc3)c2oc1=O,107,0,11,-1,96,-4,-5,-1,0.3
Cc1ccc(-c2cc(-c3ccccc3)c(C#N)c(Br)n2)cc1,100,-1,-9,-7,101,-5,2,1,0.6
O=C(O)CCCC(=O)Nc1cc([N+](=O)[O-])ccc1O,102,8,28,2,103,-11,-14,4,0.2
O=C(NCCO)/C(=C\c1ccco1)NC(=O)c1ccco1,104,10,24,-4,112,-7,-6,9,nt
Cc1ccc(CSC2=NCCN2C(=O)c2ccco2)cc1,104,4,-9,-4,104,3,23,8,-0.7
c1ccc2sc(SCSc3nc4ccccc4s3)nc2c1,94,-9,25,-3,95,-10,8,-2,0.1
C=CCSc1nnc(-c2ccc(Cl)cc2Cl)o1,nt,nt,-52,0,nt,-4,-5,1,-1.8
